NPR2 activator: human GC-B receptor activators, primary screen, HEK293 GC-B cells, cGMP TR-FRET, EC30 CNP; 0.11% of 370,000 active; AID 1920062, 2024; activation, % at 10 µM; 0% at EC30 CNP, 100% saturating CNP;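 active = activation at 10 µM reaching about 35% in either raw or pattern-adjusted values, limit read from the data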
ssDAF12 agonist: S. stercoralis DAF-12 nuclear receptor activators, primary screen, cell-based, luminescence, HEK293, GRIP1 co-expression, lit1-tk-luc. Nuclear hormone receptor DAF-12 (Strongyloides stercoralis). HEK293 ssDAF-12/GRIP1 lit1-tk-luc reporter; % of 3 µM dafachronic acid response. activation, % at 6.8 µM. 1% of 370,000 active. AID 652126, 2013;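 active = activation above the mean over all tested compounds plus 3 SD, cut at about 0.9% in these data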;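 also: 0% = DMSO-only wells and 100% = 3 µM delta7-dafachronic acid wells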
GAA850 FXN act: FXN promoter activators, primary screen, cell-based, luciferase luminescence, HEK293 lucGAA850. 0.56% of 360,000 active. HEK293 lucGAA850 FXN promoter luciferase reporter, 24 h; percent of 10 µM SAHA response. activation, % at 6 µM. AID 540364, 2011;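 active = activation above the average of all compounds screened plus 3 SD, cutoff fixed separately per campaign, cut at about 7.5% in these data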;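 also: 0% = DMSO wells and 100% = 10 µM SAHA wells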
sPLA2-III inh: human group III sPLA2 inhibitors, primary screen, biochemical, QFRET, BODIPY PC-A2 liposome substrate. inhibition, % at 12.2 µM. AID 743126, 2013. QFRET BODIPY PC-A2 liposome hydrolysis, fluorescence. Group 3 secretory phospholipase A2 (Homo sapiens), Q9NZ20. 0.56% of 370,000 active;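 active = inhibition above mean plus 3 SD of compounds lying within the high and low control bounds, cut at about 19% in these data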;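 also: 0% = median of test compound wells and 100% = no enzyme DMSO wells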
Target sequence (Q9NZ20 whole entry, looked up): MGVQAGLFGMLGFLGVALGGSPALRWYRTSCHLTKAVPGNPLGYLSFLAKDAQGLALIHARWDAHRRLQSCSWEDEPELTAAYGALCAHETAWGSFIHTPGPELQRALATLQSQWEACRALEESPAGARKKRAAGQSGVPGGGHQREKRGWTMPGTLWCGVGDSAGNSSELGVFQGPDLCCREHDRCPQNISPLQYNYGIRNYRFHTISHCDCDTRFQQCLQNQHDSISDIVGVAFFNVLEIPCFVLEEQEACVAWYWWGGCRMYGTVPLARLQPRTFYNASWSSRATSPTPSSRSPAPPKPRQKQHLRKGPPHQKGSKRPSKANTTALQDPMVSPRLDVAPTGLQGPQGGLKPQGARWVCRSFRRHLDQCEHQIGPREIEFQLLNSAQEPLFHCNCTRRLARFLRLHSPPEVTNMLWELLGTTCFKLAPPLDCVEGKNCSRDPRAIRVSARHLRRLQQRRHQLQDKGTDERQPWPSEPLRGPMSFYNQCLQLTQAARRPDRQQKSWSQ
hgDAF12 agonist: H. glycines DAF-12 receptor agonists, primary screen, cell-based, luminescence, HEK293, GAL4 fusion, UAS-luciferase. HEK293 GAL4-hgDAF12 UAS-luciferase reporter, agonist luminescence; normalized to butyrate control. 1.8% of 370,000 active. Nuclear hormone receptor DAF-12 (Heterodera glycines), GAL4 fusion. activation, % at 6.8 µM;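 active = activation above a cutoff set at the mean of all screened compounds plus 3 SD, cut at about 10% in these data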;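 also: 0% = DMSO wells and 100% = sodium butyrate wells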
DAX1 inh-1: DAX1 (NR0B1) inhibitors, primary screen, cell-based, HEK293, Gal4-DAX1, luciferase luminescence | Nuclear receptor subfamily 0 group B member 1 (Homo sapiens), P51843 | HEK293 Gal4-DAX1 luciferase reporter | inhibition, % at 6.75 µM | 0.99% of 340,000 active | AID 504766, 2011;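 active = inhibition above the mean over all tested compounds plus 3 SD, cut at about 4.2% in these data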;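 also: 0% = DAX1-transfected cells with DMSO and 100% = empty-vector control cells with DMSO; inhibition shows as a rise in luminescence from relieved DAX1 repression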
Target sequence (P51843 207-470 limits assumed): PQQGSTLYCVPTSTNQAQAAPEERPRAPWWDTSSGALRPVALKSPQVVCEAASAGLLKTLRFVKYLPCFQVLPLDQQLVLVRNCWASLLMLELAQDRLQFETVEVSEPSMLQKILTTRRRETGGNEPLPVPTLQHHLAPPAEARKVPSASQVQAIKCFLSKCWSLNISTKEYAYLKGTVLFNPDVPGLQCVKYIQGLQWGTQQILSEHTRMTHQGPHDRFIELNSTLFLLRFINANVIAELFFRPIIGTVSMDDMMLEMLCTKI
SMARCA2 activ: SMARCA2 (BRM) function activators, primary screen, cell-based, luminescence, high throughput; AID 652017, 2013; activation, % at 9.1 µM; MG213 cells, MMTV-luciferase reporter, dexamethasone, overnight; 1% of 370,000 active; in the data active = activation above about 7.8%;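 also: 0% = vehicle wells and 100% = reference activator wells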
hcDAF12 agonist: H. contortus DAF-12 nuclear receptor activators, primary screen, cell-based, luminescence, HEK293, lit1-tk-luc reporter. AID 652067, 2013. activation, % at 6.8 µM. HEK293 hcDAF-12 lit1-tk-luc reporter; 0% DMSO, 100% Δ7-dafachronic acid. 1.4% of 370,000 active;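 active = activation above the mean of all tested compounds plus 3 SD, cut at about 5.5% in these data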;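 also: 100% = response to 3 µM Δ7-dafachronic acid high control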
GC-A act: GC-A stimulated cGMP production enhancers – HEK293 GC-A cells, cGMP TR-FRET, EC30 ANP, primary screen | Atrial natriuretic peptide receptor 1 (Homo sapiens), P16066 | 0% at EC30 ANP, 100% saturating ANP | 0.14% of 370,000 active | AID 1671463, 2021 | activation, % at 10 µM; in the data active = activation above about 40%
DAX1 inh-2: DAX1 (NR0B1) inhibitors on StAR promoter, primary screen, cell-based, luminescence, SF-1 (NR5A1), full-length DAX-1; inhibition, % at 6.8 µM; 1.1% of 370,000 active; HEK293T StAR-luciferase reporter, SF-1/DAX-1 repression relief; AID 652010, 2013;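 active = inhibition above the mean over all tested compounds plus 3 SD, cut at about 3.6% in these data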;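 also: 0% = DAX-1 cells with DMSO and 100% = cells lacking DAX-1 with DMSO; higher inhibition means more luminescence from relief of DAX-1 repression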
ADAM10 inh: human ADAM10 inhibitors, primary screen, biochemical, QFRET, HTS. AID 720582, 2013. inhibition, % at 7 µM. 0.62% of 370,000 active. recombinant ADAM10, EDANS/DABCYL FRET peptide cleavage, 3 h;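 active = inhibition above a per-campaign cutoff equal to the mean of compounds falling between control-based bounds plus 3 SD, cut at about 20% in these data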;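 also: 0% = DMSO wells while the 100% control is not disclosed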
Active calls of the source: *; . = not tested or not shown. Random draw from the library; any-hit rate near 6.6%.

SMILES	NPR2 activator	ssDAF12 agonist	GAA850 FXN act	sPLA2-III inh	hgDAF12 agonist	DAX1 inh-1	SMARCA2 activ	hcDAF12 agonist	GC-A act	DAX1 inh-2	ADAM10 inh
CC1CCC(C(C)C)C(OCC(O)C[N+]2(C)CCCCC2)C1 (centres undefined)	2	-0.6	-0.3	11	0.5	1.0	-5	0.2	0	1.4	6
CCC(=O)N1CCN(c2ccc(NC(=S)NC(=O)COc3ccccc3)cc2)CC1	9	-1.6	-0.8	2	0.9	-1.1	0	-1.7	4	-0.1	2
COc1cccc(N2CCN(CC(=O)NCc3ccc(Cl)cc3)CC2)c1	2	-1.6	.	5	0.8	.	2	-0.7	0	-0.1	6
Nc1nc(SCC(=O)NCCOCCO)nc2sc3c(c12)CCCC3	-6	-1.1	3.0	-1	3.3	-0.2	-2	-1.2	-3	0.9	-9
c1ccc(-c2nnnn2CCOCCn2nnnc2-c2ccccc2)cc1	3	-1.6	0.2	-3	1.3	0.7	2	-0.4	1	-0.1	3
O=C(Nc1ccnn1C1CCN(CCCC2CCCC2)CC1)c1ccccc1Cl	-6	-1.1	-2.4	-28	-0.1	-0.4	-1	-0.4	2	-1.3	0
CCOC(=O)CSc1ccc(S(=O)(=O)N2CCCC2)cc1[N+](=O)[O-]	-2	-2.2	1.7	-6	-1.2	0.9	5	-1.2	-2	-0.4	2
COc1cccc(-c2nnc(NC(=O)c3ccccc3Br)o2)c1	-4	-0.1	0.4	-2	5.3	2.2	-1	0.6	0	0.3	2
OCCNc1nc(Nc2ccccc2)nc2ccccc12	-15	-1.3	-1.5	-4	-0.3	-1.0	1	-2.2	1	-0.3	-2
O=c1c2ccccc2c(/C=N/c2nnc(Cc3ccccc3)s2)c(O)n1-c1ccc(Cl)cn1	-2	-0.8	2.9	-11	0.6	-0.3	-2	0.3	-2	-0.4	-110
CC(C)c1ccc(COc2ccc(C(=O)N3CCOCC3)cc2)cc1	6	-2.2	1.3	-4	2.6	-0.2	1	-2.2	6	-0.9	7
CC(=O)c1ccc(NC(=O)C2C3C=CC(O3)C2C(=O)O)cc1 (centres undefined)	3	-0.9	1.7	1	1.4	-0.3	-1	-0.9	4	0.0	-1
CCN(CC)c1ccc(S(=O)(=O)Nc2cc(Cl)ccc2Cl)cc1NC(=S)NC(=O)C1CCCC1	3	-0.9	4.9	-93	-4.2	-0.7	-3	-1.8	-4	0.5	17
CC1(C(=O)Nc2cccc3c2CCCC3)CCN1C(=O)Cc1ccccc1Cl (centres undefined)	-4	-0.8	0.0	-1	-2.7	.	-3	-1.1	1	-2.9	-8
CCN(CC)c1ccc2cc(S(=O)(=O)c3ccc(C)cc3)c(=O)oc2c1	0	-0.8	0.9	0	-0.7	0.5	-1	0.7	2	0.1	-10
COC(=O)c1ccc(NC(=O)NS(=O)(=O)c2ccc(C)cc2)cc1	1	-1.1	-1.0	1	0.1	0.7	0	0.9	-1	-0.4	6
CCOC(=O)C1=C(C)NC(=O)NC1c1ccc(OCCO)c(OC)c1 (centres undefined)	-8	-1.1	-0.6	0	0.8	0.7	0	0.3	-1	0.8	1
CCOC(=O)c1c(NC(=O)CCN2C(=O)c3cccc([N+](=O)[O-])c3C2=O)sc(C(=O)OC(C)C)c1C	-3	-1.1	-0.5	10	0.7	-0.8	2	-1.1	1	-0.2	6
CCc1nc2ccc(C(=O)NCCN3CCNC3=O)cn2c1N(C)CCC(C)C	-5	-1.1	-0.2	-2	-3.2	.	-2	-1.6	0	0.1	-5
CCOc1ccc(N(C)S(=O)(=O)c2ccc(C)c(C(=O)NCc3ccccc3OC)c2)cc1	-1	-1.1	-2.7	0	-2.1	-0.3	-1	-1.1	-2	0.0	6
COCC(C)N=C1NN=C(c2c[nH]c3ccccc23)CS1 (centres undefined)	2	0.5	6.8	2	8.8	1.3	5	6.2*	-2	1.5	-8
O=C1c2ccccc2C(c2nnnn2-c2ccc3c(c2)OCCO3)N1CCc1ccccc1F (centres undefined)	0	-0.7	.	-7	-0.8	.	1	-1.1	-1	4.4*	-5
C(=C\c1ccccc1)/CN1CCN(C(c2nnnn2C2CCCCC2)C2CC2)CC1 (centres undefined)	4	-1.8	.	-30	-4.4	.	-2	-0.9	1	-1.3	-6
O=C(NC1CCCC1)C1CCCN1S(=O)(=O)c1cccc2cccnc12 (centres undefined)	-4	-1.3	0.5	14	-1.1	1.8	0	-2.5	6	-0.4	-7
COc1ccc(C(=O)COC(=O)C2COc3ccccc3O2)cc1F (centres undefined)	7	-0.9	-0.7	6	-1.4	-0.3	-4	-1.0	5	1.2	-4
Cc1ccc2nc(N3CCN(C(=O)CCCC(=O)O)CC3)nc(-c3ccccc3)c2c1	5	-1.0	-0.6	1	1.4	-1.1	-2	1.4	8	0.2	-257
CN(C)c1cccc(C(=O)N/N=C/c2ccsc2)c1	1	0.5	4.8	15	4.4	1.3	0	1.9	-2	3.1	-11
O=C(O)CCCCC1CCSS1 (centres undefined)	0	-0.8	0.9	-2	1.7	-1.7	-4	0.1	2	1.1	11
Nc1c(C(=O)OCC2CCCO2)c2nc3ccccc3nc2n1C1CCCCC1 (centres undefined)	0	-1.7	1.0	6	-0.3	0.1	1	-1.9	-1	-0.7	-168
CN(C)c1ccc2nc3c(=O)[nH]c(=O)nc-3n(CC(O)C(O)C(O)CO)c2c1 (centres undefined)	-9	-0.2	-3.6	-92	-2.7	-0.7	-2	-1.0	-17	-0.4	1
CN(C)S(=O)(=O)N1CCC(CO)(CCc2ccccc2)CC1	1	-1.1	-1.1	3	-3.3	0.6	1	-0.7	-1	0.6	7
COc1ccc(S(=O)(=O)N(C)C[C@H]2Oc3c(NC(=O)Nc4ccccc4)cccc3C(=O)N([C@H](C)CO)C[C@@H]2C)cc1	6	-0.4	-5.2	-21	-3.4	-0.1	-2	0.3	1	-3.8	9
Cc1ccc(/C=N/NC(=O)c2ccccn2)s1	0	-0.2	1.0	4	15*	1.2	1	3.7	1	3.2	-10
CC(O)(c1cccnc1)c1nc(-c2ccc(F)c(Cl)c2)cs1 (centres undefined)	0	-1.2	0.7	-6	0.1	.	-5	-2.0	2	-2.1	10
CC(CSc1nnnn1-c1ccccc1)Cn1c(N2CCCC2)nc2c1c(=O)[nH]c(=O)n2C (centres undefined)	-7	-1.3	2.3	21*	-3.2	-0.5	-2	-2.8	-4	0.1	-7
CSC1=NCCN1S(=O)(=O)c1ccccc1	-1	-0.1	3.1	-3	-2.6	0.3	2	-0.5	4	-0.4	0
CC(C)NC(=O)c1ccc(N(Cc2ccc(Cl)cc2)S(C)(=O)=O)cc1	4	-1.5	2.1	-4	-2.2	0.1	2	-2.2	-1	0.8	5
CC(=O)N(Cc1ccccc1)c1ncc2c(n1)c(=O)c(C#N)c1ccccn12	-1	-1.3	-0.9	3	-1.4	2.7	1	-0.4	17	0.3	-178
O=C(O)C1CSC(c2ccc3c(c2)OCO3)N1 (centres undefined)	6	-0.8	5.5	-8	3.6	1.5	3	-1.3	2	0.5	-11
CCCCNC(=O)C[C@@H]1C[C@]2(C(=O)OCC)CCC3=C2N(CCC3)C1=O	-1	-1.1	.	0	0.6	.	-3	0.4	1	0.0	2

Brought forward from above: 4 compounds, then new ones.
SMILES	NPR2 activator	ssDAF12 agonist	GAA850 FXN act	sPLA2-III inh	hgDAF12 agonist	DAX1 inh-1	SMARCA2 activ	hcDAF12 agonist	GC-A act	DAX1 inh-2	ADAM10 inh
CC(C)NC(=O)c1ccc(N(Cc2ccc(Cl)cc2)S(C)(=O)=O)cc1	4	-1.5	2.1	-4	-2.2	0.1	2	-2.2	-1	0.8	5
CC(=O)N(Cc1ccccc1)c1ncc2c(n1)c(=O)c(C#N)c1ccccn12	-1	-1.3	-0.9	3	-1.4	2.7	1	-0.4	17	0.3	-178
O=C(O)C1CSC(c2ccc3c(c2)OCO3)N1 (centres undefined)	6	-0.8	5.5	-8	3.6	1.5	3	-1.3	2	0.5	-11
CCCCNC(=O)C[C@@H]1C[C@]2(C(=O)OCC)CCC3=C2N(CCC3)C1=O	-1	-1.1	.	0	0.6	.	-3	0.4	1	0.0	2
CC(SC(C)C(=O)NN=Cc1cccc(F)c1)C(=O)NN=Cc1cccc(F)c1 (centres undefined)	9	-1.2	-1.1	4	0.0	1.9	-4	-0.6	-5	-0.8	-14
Cc1ccc(-c2cn(-c3ccccc3)c(SCC(N)=O)n2)cc1C	-5	-1.2	4.0	-9	6.6	-0.2	9.8*	-0.3	-2	2.2	2
Cn1c(SCC(=O)Nc2cc(C(C)(C)C)nn2-c2ccccc2)nc2ccccc21	-8	-0.8	-1.3	-1	-1.6	0.5	-3	-1.2	-3	-0.1	4
CC(Oc1cc2oc(=O)c3c(c2cc1Cl)CCC3)C(=O)NCc1ccccn1 (centres undefined)	-14	-1.7	-1.3	-2	1.0	-0.2	0	-3.0	-38	-0.8	-48
S=c1[nH]nc(-c2ccc(Cl)cc2)n1Cc1ccccc1	-4	-0.9	-0.2	17	-1.0	-0.9	0	-0.8	4	0.4	8
O=C(Nc1cc(Cl)ccc1N1CCOCC1)c1cnccn1	-9	-1.4	2.1	4	-0.6	-0.3	2	-0.2	-9	-0.7	12
CC(=O)Nc1ccc(S(=O)(=O)Oc2ccc(/C=N/NC(=O)c3ccc(Cl)cc3)cc2)cc1	-3	-0.2	3.1	-11	-1.0	-0.3	-3	-0.6	0	-0.4	-1
CC(CC(=O)N(CCC1=CCCCC1)c1c(N)n(Cc2ccccc2)c(=O)[nH]c1=O)c1ccccc1 (centres undefined)	6	-0.8	3.1	12	1.2	1.4	-1	0.2	-6	6.3*	-10

High-throughput results (PubChem BioAssay)
